S aureus QS inh: S. aureus quorum sensing inhibitors, primary screen, RNAIII-GFP reporter, flow cytometry; AID 527, 2006; S. aureus RN6390 RNAIII-GFP reporter, AIP-induced, flow cytometry 3 h; 0.3% of 24,000 active; inhibition, % at 2 µM;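 active = share of bacteria positive for the green fluorescent reporter and its mean brightness both inhibited by 50% or more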;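 also: 0% = AIP-stimulated control and 100% = unstimulated bacteria without AIP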
S aureus QS inh GFP MFI %: also measured in S aureus QS inh; calls as there; inhibition, %; measured here: inhibition of GFP MFI
Numbers without * were called inactive.

SMILES	S aureus QS inh	S aureus QS inh GFP MFI %
COc1ccc(-c2cc(C(F)F)n3ncc(C(=O)NCC4CCCO4)c3n2)cc1 (stereo unspecified)	-2	28
Cc1cccn2cc(CNC(=O)c3ccco3)nc12	-7	-4
O=S(=O)(NC1CCCc2ccccc21)c1cnc[nH]1 (stereo unspecified)	-8	-11
COCCNC(=O)CC(NS(=O)(=O)c1ccc(C)cc1)c1ccco1 (stereo unspecified)	2	16
Cc1ccc(OC(=O)CCc2c(C)nc3ncnn3c2C)cc1	-3	6
COc1ccc(C2CC(c3ccc(Cl)cc3Cl)Nc3nc(N)nn32)cc1 (stereo unspecified)	-1	-15
O=S(=O)(Nc1ccc(Cl)c(C(F)(F)F)c1)c1cnc[nH]1	7	38
CCCn1nc(NC(=O)c2cccs2)c2cc3cc(OC)ccc3nc21	16	26
Cc1ccc(Cn2c(=O)c3c(nc4n3CCN4Cc3ccco3)n(C)c2=O)cc1	-3	-9
O=C(NCc1ccco1)c1cc2n(n1)C(C(F)(F)F)CC(c1ccc(F)cc1)N2 (stereo unspecified)	0	7
CC(C)C(NC(=O)c1ccco1)C(=O)NCC(c1ccco1)N1CCCCC1 (stereo unspecified)	-2	-10
S=c1[nH]nc(-c2cccc(Br)c2)o1	-2	-9
COc1ccc(-c2noc(CCC(=O)NCC3CCN(Cc4cccc(C)c4)CC3)n2)cc1	2	16
Nc1ncnc(Nc2ccccc2C(F)(F)F)n1	-2	-5
COc1cccc(NC(=O)C2C3C=CC4(O3)C2C(=O)N(C(C)C)C4C(=O)NC2CCCCC2C)c1 (stereo unspecified)	0	3

Reprinted from the part before: five entries, then new ones.
SMILES	S aureus QS inh	S aureus QS inh GFP MFI %
CC(C)C(NC(=O)c1ccco1)C(=O)NCC(c1ccco1)N1CCCCC1 (stereo unspecified)	-2	-10
S=c1[nH]nc(-c2cccc(Br)c2)o1	-2	-9
COc1ccc(-c2noc(CCC(=O)NCC3CCN(Cc4cccc(C)c4)CC3)n2)cc1	2	16
Nc1ncnc(Nc2ccccc2C(F)(F)F)n1	-2	-5
COc1cccc(NC(=O)C2C3C=CC4(O3)C2C(=O)N(C(C)C)C4C(=O)NC2CCCCC2C)c1 (stereo unspecified)	0	3
CSCC[C@@H](Nc1nc(-c2ccccc2)nc2c1oc1ccccc12)C(=O)O	-1	5
O=C(CSc1nnc(Cc2cc(=O)[nH]c(=O)[nH]2)n1-c1ccc(F)cc1)N1CCCCC1	0	-10
CC1CC(C)CN(CCCNC(=O)CNC(=O)Cn2ccc3ccccc3c2=O)C1 (stereo unspecified)	0	7
C1=CN2CCC1C(c1ccccc1)C2 (stereo unspecified)	-1	4
CCN1C(=O)Cc2cc(S(=O)(=O)N3CCOCC3)ccc21	-3	-19
COc1ccc(S(=O)(=O)N2Cc3ccccc3CC2C(=O)Nc2ccc(O)cc2)cc1OC (stereo unspecified)	-1	-1
CCC(=O)N1CCN=C1SCc1ccccc1	-3	-63
O=C(Nc1cccc(O)c1)C1CCCN1C(=O)OCc1ccccc1 (stereo unspecified)	0	22
O=C(NCC1CCCO1)c1cccc(N2C(=O)C3C4C=CC(C4)C3C2=O)c1 (stereo unspecified)	3	20
CCn1c(=O)cc(SCC(=O)N2CCN(c3ccccn3)CC2)c2ccccc21	4	20
Cn1cccc1Cc1nnc(SCC(=O)Nc2ccc(F)cc2)n1CCc1ccccc1	-2	4
Cc1ccc(Cc2c(C)nc3c(C(=O)O)cnn3c2C)cc1	-1	4
CC(C)Cn1c(CN2CCCCC2C)nc2c1c(=O)n(C)c(=O)n2C (stereo unspecified)	-1	-3
O=C(Cn1cc2c(n1)CCCCC2)NCc1cccs1	3	19
COc1cccc(-c2noc(CCC(=O)NC3CCCCC3)n2)c1	0	4

Complete entries, quoted from the list. Screens in order: S aureus QS inh, S aureus QS inh GFP MFI %
O=C(CSc1nnc(Cc2cc(=O)[nH]c(=O)[nH]2)n1-c1ccc(F)cc1)N1CCCCC1 across the screens: 0, -10
Cn1cccc1Cc1nnc(SCC(=O)Nc2ccc(F)cc2)n1CCc1ccccc1 across the screens: -2, 4
CCN1C(=O)Cc2cc(S(=O)(=O)N3CCOCC3)ccc21 across the screens: -3, -19

Next section
SMILES	S aureus QS inh	S aureus QS inh GFP MFI %
CCn1c(SCC(=O)NC2CCCCC2)nc2c(c1=O)SC(C)C2 (stereo unspecified)	2	-3
O=C(OCCCN1CCCC1)C1(c2ccccc2)CCCC1	0	3
CCOc1ccc(NC(=O)CN2CCN(CC(=O)Nc3ccc(F)c(F)c3)CC2)cc1	2	6
O=C(NCCN1CCCCCC1)c1ccc(N2CCCC2=O)cc1	0	11
CCc1ccc(NC(=O)c2noc3c2CCCCC3)cc1	2	22
N#CC1=C(N)N(c2ccc(Br)cc2)C2=C(C(=O)CCC2)C1c1cccnc1 (stereo unspecified)	0	-8
CC(C(=O)O)C1SC(=O)NC1=O (stereo unspecified)	0	3
O=C(NC1CCCCCC1)C1CCN(S(=O)(=O)N2CCC3(CC2)OCCO3)CC1	-2	-10
O=C1NCCCc2c1no[n+]2[O-]	3	3
CC(=O)Nc1ccc(S(=O)(=O)NC(CC(=O)NC2CCCCC2C)C(C)C)cc1 (stereo unspecified)	-3	-4
COc1ccc(OC)c(-c2cc(C(=O)NCCN3CCOCC3)no2)c1	32	43
O=C(c1c[nH]c2ccc(S(=O)(=O)N3CCC4(CC3)OCCO4)cc2c1=O)N1CCOCC1	0	13
Cn1c(=O)c(C(=S)NC(=O)C2CC2)c(N)n(Cc2ccccc2)c1=O	5	15
Cc1ccc(CNC(=O)CCCNS(=O)(=O)c2cccc3nonc23)cc1	2	17
Cc1ncoc1C(=O)Nc1cccc(Cl)c1C	0	-20
COc1ccc(C(=O)N2CCN(c3ccc(C)cc3C)CC2)cc1OC	-2	-7
CC(C)CCNC(=O)C(c1cccs1)N(CC1CCCO1)C(=O)Cn1nnc2ccccc21 (stereo unspecified)	0	-8
CCOc1ccc(CCNC(=O)C2CCN(C(=O)N(C)C)CC2)cc1OCC	0	0
Cc1noc(NS(=O)(=O)c2ccc(NC(=O)CSc3ncccn3)cc2)c1C	3	12
CC1CC(C)CN(C(=O)CSc2nnc(-c3ccc(F)cc3)o2)C1 (stereo unspecified)	5	44
CCCCOc1ccc(C(=O)CCN2CCCCC2)cc1	-2	2
CC(=O)c1cc2c(cc1NC(=O)CN1CCN(c3cccc(C(F)(F)F)c3)CC1)OCO2	-2	-1
O=C(CSc1nnc(C2COc3ccccc3O2)o1)N1CCCCC1 (stereo unspecified)	-4	-6
COC(=O)Cn1c(=NC(=O)CSCC(=O)NC2CCCCC2)sc2cc(OC)ccc21	-2	-6
CCOC(=O)c1oc2ccccc2c1NC(=O)COC	-5	-19
COc1ccccc1-n1cnc(N)c1C(C)=O	-2	-12
COC(=O)c1ccc(CSc2nc3c(c(=O)n2-c2ccc(Br)cc2)SCC3)o1	10	-13
CCOCC(=O)Nc1nc2ccc(OC)cc2s1	0	0
COc1ccc(CNS(=O)(=O)c2ccc3oc(C(=O)O)c(C)c3c2)cc1	1	9
COCCNC(=O)CN1C(=O)CSc2cc(S(=O)(=O)N3CCCCCC3)ccc21	-4	-10
Cn1cnc2c1c(=O)[nH]c(=O)n2C	-6	-11
COCC(=O)Nc1c(C(=O)Nc2cccc(OC)c2)oc2ccccc12	3	39
CC1CC(C)CN(Cc2nc3c(c(=O)n(C)c(=O)n3C)n2Cc2ccccc2Cl)C1 (stereo unspecified)	0	0
Cc1ccc(-c2ccc(=O)n(CC(=O)NCCCN3CCCCC3C)n2)cc1 (stereo unspecified)	-1	-10
CC(=O)Nc1ccc(Oc2cc(C#N)c(C#N)cc2N2CCCCCC2)cc1	-1	15
O=S(=O)(NC1CCCC1)c1ccc(S(=O)(=O)N2CCc3ccccc32)cc1	2	15
CN(C)Cc1cn(CCC(=O)O)c2ccccc12	0	7
O=C(NCCCN1CCN(c2cccc(Cl)c2)CC1)c1ccc(N2CCCC2=O)cc1	-2	-21
O=C(NCCC1=CCCCC1)C(=O)NCC(c1ccco1)N1CCN(c2ccccc2F)CC1 (stereo unspecified)	1	3
CC(C)C12CN3CC(C(C)C)(CN(C1)C3c1ccc3c(c1)OCO3)C2=O (stereo unspecified)	-1	-10
CCOC(=O)c1ccccc1NC(=O)Cn1cnc2c(cnn2-c2ccc(OC)cc2)c1=O	0	5
CCn1cc(C(=O)N2CCN(C(=O)c3ccco3)CC2)c2cc(OC)c(OC)cc2c1=O	2	11
CS(=O)(=O)N1CCN(CC2CC3C=CC2C3)CC1 (stereo unspecified)	0	-2
C=CCc1ccccc1OCC(O)CN(C(C)C)C(C)C (stereo unspecified)	0	15
CC(C)Nc1nc(NC(C)C)nc(Oc2ccc(/C=N/O)cc2)n1	-2	-14
CC(=O)NC(CCS(C)(=O)=O)C(=O)Nc1cccc2ccccc12 (stereo unspecified)	0	3
CCCCC(=O)N(c1ccc(C)c(C)c1)C1C=CS(=O)(=O)C1 (stereo unspecified)	2	0
COc1ccc(N2CCN(CCNC(=O)CCS(=O)(=O)c3cccc4nsnc34)CC2)cc1	-2	-9
CCn1c(SCC(=O)Nc2cc(NC(C)=O)ccc2OC)nnc1-c1ccccn1	-2	-8
COc1ccccc1OCc1ccc(C(=O)Nc2ccncc2)o1	0	5
O=C(c1cc(-c2ccc3c(c2)OCO3)on1)N1CCOCC1	-5	-18
O=C(Nc1nc2c(s1)CCCC2)C1COc2ccccc2O1 (stereo unspecified)	1	12
O=C(c1ccc(CS(=O)(=O)c2ccc(Br)cc2)o1)N1CCN(c2ccccn2)CC1	-3	-9
COC(=O)CN1C(=O)C2(C(C#N)=C(N)Oc3n[nH]c(-c4cccs4)c32)c2ccccc21 (stereo unspecified)	3	17
COc1ccc(-c2nc(CN3CCC(C(=O)NC(C)C)CC3)c(C)o2)cc1OC	-5	-10
CCOC(=O)N1CCN(C(=O)CSc2nnc(-c3cccs3)o2)CC1	3	6
COc1cc2c(cc1OC)C(C(=O)Nc1ccc3c(c1)OCCO3)C(c1cccnc1)N(C)C2=O (stereo unspecified)	-2	-11
CCOc1ccc(S(=O)(=O)Nc2cc(Sc3ncn[nH]3)c3oc(=O)sc3c2)cc1	-2	0
Cc1oc(-c2ccc(Cl)cc2)nc1CN1CCC(C(=O)N2CCN(c3ccccn3)CC2)CC1	0	4
COc1cccc(C2C(C(=O)c3ccc(C)o3)=C(O)C(=O)N2CCCN(C)C)c1 (stereo unspecified)	-1	-26
The listing continues:
SMILES	S aureus QS inh	S aureus QS inh GFP MFI %
CC(C)C(=O)Nc1nc2c(ncn2C2CC(O)C(CO)O2)c(=O)[nH]1 (stereo unspecified)	-6	-20
Cn1c(=O)oc2cc(S(=O)(=O)N3CCC(N4CCCCC4)CC3)ccc21	-5	-16
CC(C)=CC/C=C1\CCC(C(=O)O)C(C(=O)O)C1 (stereo unspecified)	-2	-12
COC(=O)c1[nH]nc2c1C(=O)N(Cc1ccccc1)C2=O	4	23
CCOC(=O)C1CCCN(c2c(NCCCN(C)c3ccccc3)c(=O)c2=O)C1 (stereo unspecified)	-6	-13
CCOC(=O)C1CCN(S(=O)(=O)c2ccc(-c3nc4ccccc4s3)s2)CC1	10	43
CCOC(=O)c1ccc(-n2c(C)nc3c(cnn3-c3ccccc3C)c2=O)cc1	-3	-19
Nc1cc(C(=O)O)ccc1Nc1ccc(F)c(F)c1	3	8
CCOc1ccc(-c2nc(C#N)c(N3CCN(C)CC3)o2)cc1	3	12
O=C(NCC(=O)N(Cc1cccs1)C(C(=O)NC1CCCC1)c1ccncc1)c1ccco1 (stereo unspecified)	2	8
CC(NC(=O)c1ccco1)C(c1cccs1)N1CCN(c2ccccc2F)CC1 (stereo unspecified)	-2	-5
CC(C)(C)C1CCc2c(sc3c2C(=O)NC(c2ccco2)N3)C1 (stereo unspecified)	1	8
C=CCn1cc(C(=O)OC)c(=O)c2cc(S(=O)(=O)N3CCC(C)CC3)ccc21	-1	-7
Cc1cccc(NC(=O)c2cc3ccccc3o2)c1	0	14
Cc1cc(C)cc(NS(=O)(=O)c2ccc3[nH]cc(C(=O)NCc4ccco4)c(=O)c3c2)c1	1	26

Quoted at random: seven records from the list, in no set order.
SMILES	S aureus QS inh	S aureus QS inh GFP MFI %
CCOC(=O)c1ccc(-n2c(C)nc3c(cnn3-c3ccccc3C)c2=O)cc1	-3	-19
CCOc1ccc(-c2nc(C#N)c(N3CCN(C)CC3)o2)cc1	3	12
CC(NC(=O)c1ccco1)C(c1cccs1)N1CCN(c2ccccc2F)CC1 (stereo unspecified)	-2	-5
COC(=O)c1[nH]nc2c1C(=O)N(Cc1ccccc1)C2=O	4	23
CCOC(=O)C1CCCN(c2c(NCCCN(C)c3ccccc3)c(=O)c2=O)C1 (stereo unspecified)	-6	-13
Cn1c(=O)oc2cc(S(=O)(=O)N3CCC(N4CCCCC4)CC3)ccc21	-5	-16
Cc1cc(C)cc(NS(=O)(=O)c2ccc3[nH]cc(C(=O)NCc4ccco4)c(=O)c3c2)c1	1	26

Next results follow.
SMILES	S aureus QS inh	S aureus QS inh GFP MFI %
COc1ccc(NC(=O)CCc2nc(-c3ccccc3F)no2)cc1	0	2
O=C(NCc1cccs1)c1cc2c(s1)-c1ccccc1OC2	-2	-12
CC(C)Oc1ccc(C(=O)N(CN2CCCC2=O)c2ccc(F)cc2)cc1	1	18
Cc1ccc(-n2c(Cc3cccn3C)nnc2SCC(N)=O)cc1	-4	-1
CCOC(=O)c1cccnc1SCC(=O)N(C)c1ccccc1	0	44
O=C(CCc1nc2ccccc2[nH]1)Nc1ccccc1	-1	-4
CCn1nnc(NC(=O)c2cc3ccccc3o2)n1	0	1
Cc1csc(SCCn2c(N3CCCC3)nc3c2c(=O)[nH]c(=O)n3C)n1	16	36
COc1ccc(-c2nc(CS(=O)CC(=O)NC3CCCc4ccccc43)c(C)o2)cc1OC (stereo unspecified)	-10	-22
COc1ccc(N2C(=O)C3CCCN3C2c2ccc(Cl)cc2)cc1 (stereo unspecified)	0	0
CSC1=NCCN1C(=O)Cc1ccc(F)cc1	-2	-5
CC(=O)N1c2c(cc(Br)cc2S(=O)(=O)N2CCOCC2)CC1C (stereo unspecified)	-10	-44
CCOC(=O)CN1C(=O)C2(OCCCO2)c2ccccc21	0	0
CN1CCN(CCNC(=O)Nc2ccccc2C(F)(F)F)CC1	-2	-18
CC(=O)Nc1ccc(S(=O)(=O)NCCc2csc(C)n2)cc1	6	20
CN(CC(=O)NCc1ccco1)S(=O)(=O)c1cccc2cccnc12	10	5

Compound activity (PubChem)

These rows are one share of the data; count on the stated rates, not on these rows.
